# Screening results: PubChem, National Center for Advancing Translational Sciences (NCATS)
# HTT cytoprotect = protects HTT-Q103 PC12 cells, measured by ATP. PC12 HTT-Q103 induced, cytoprotection, ATP luminescence, 40 h. Potency, µM (highest dose often 56.4 µM), for the others: cytoprotection (ATP increase), most hits filed as activators. 0.14% of 230,000 active;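 note: % of control where 0% means no effect; nearly all actives have a fitted effect of over 45% in size; toxic huntingtin expression switched on by the ecdysone agonist tebufenozide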
#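 PC12 cells with ecdysone-inducible HTT exon 1 Q103-GFP, induced with 100 nM tebufenozide and co-treated with library compounds in a dose series (1536-well, 1500 cells/well). Cytoprotection read as ATP content by ATPlite luminescence.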
# GAA inhib = alpha-glucosidase (human) inhibition | Potency, µM (titrated, usually from 76.9 µM), for inactives: at the highest dose activity change, negative = inhibition, hits mostly inhibitors | P10253 | 0.005% of 200,000 active | purified human GAA, 4-MU-alpha-glucoside fluorescence;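 note: plate controls were uninhibited enzyme wells for no effect and no-enzyme background for full effect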
#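 Fluorogenic assay: 4 nM human alpha-glucosidase with 400 uM 4-methylumbelliferyl-alpha-D-pyranoside in 50 mM citrate/phosphate, 0.005% Tween-20, pH 5.0, 20 min at room temperature. Compounds tested up to 77 uM; AC50 from Hill fits.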
# GAA glycogen mod = alters human alpha-glucosidase cleavage of glycogen | P10253 | recombinant GAA, glycogen substrate, Amplex Red glucose oxidase fluorescence | Potency, µM (series often up to 76.4 µM), inactives show at the highest dose activity change, negative = inhibition, actives largely listed as inhibitors | 0.38% of 300,000 active | AID 2100;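 note: 0% = full enzyme reaction and -100% = no-enzyme basal signal; the screen sought inhibitors and activators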
#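 qHTS, 1536-well; enzyme 4 nM final; cpd up to 77 uM; substrate bovine liver glycogen 30 ug; 50 mM citrate/phosphate pH 5.0, 0.01% Tween-20; 37 C, 40 min; Amplex Red detection 45 min RT; Hill fit → AC50.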
# Tau fluor cs = counter-screen for tau fibril formation inhibitors | tau K18 P301L Alexa594 fluorescence, heparin fibrillization | AID 1463 | 0.93% of 280,000 active | Potency, µM (top dose mostly 57.7 µM), for inactives: at the top dose activity change, negative = decrease; note: % is set by controls: 0 for no effect and ±100 for the full control effect; nearly all actives have a fitted effect of over 55% in size
#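 Human K18 P301L tau (15 uM unlabeled plus 0.24 uM Alexa 594-labeled, final) in 100 mM sodium acetate pH 7 was mixed with compound and 20 uM heparin and incubated 6 hr at 37 C.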
# GAA spleen mod = inhibitors or activators of human alpha-glucosidase in spleen homogenate; P10253; human spleen homogenate, 4-MU-alpha-glucoside fluorescence; Potency, µM (doses to about 79.9 µM), without a hit: at the highest dose activity change, negative = inhibition, usual class: inhibitors; 0.006% of 240,000 active; AID 2112;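 note: 0% = enzyme with vehicle and -100% = no enzyme basal signal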
#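 AC50 values come from Hill-equation fits of concentration-response data, normalized to no-enzyme and full-activity controls. Enzyme source: 1 ug human spleen homogenate; 1 mM fluorogenic 4-MU glucoside, pH 5.0 citrate buffer, 37 C, 40 min.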
# Tau ThT inhib = tau fibrillization inhibition (ThT binding) | recombinant tau K18 P301L (four-repeat tau fragment), heparin-induced fibrillization, ThT fluorescence | P10636 | 2.1% of 270,000 active | Potency, µM (top dose mostly 57.4 µM), for the others: at the top dose activity, negative = inhibition, actives largely listed as inhibitors | AID 1460; note: % is set by controls: 0 for no effect and ±100 for the full control effect; nearly all actives have a fitted effect of over 55% in size
# Target sequence (P10636 561-689 P618L limits assumed): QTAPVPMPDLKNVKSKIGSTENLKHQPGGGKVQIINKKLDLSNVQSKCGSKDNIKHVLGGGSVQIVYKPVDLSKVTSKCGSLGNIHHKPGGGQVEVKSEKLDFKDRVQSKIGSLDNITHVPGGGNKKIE
#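 Recombinant human tau K18 fragment […] carrying P301L, 15 uM unlabeled plus 0.24 uM Alexa 594-labeled, was fibrillized with 20 uM heparin in 100 mM sodium acetate pH 7 for 6 hr at 37 C; 30 uM ThT fluorescence read after 1 hr.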
# GLA spleen mod = alpha-galactosidase A (human) modulation | human spleen homogenate, 4MU-alpha-Gal fluorescence, 40 min | Potency, µM (top dose mostly 80 µM), for inactives: top-dose activity change, negative = inhibition, usual class: inhibitors | 0.008% of 240,000 active;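 note: 0% = enzyme with vehicle and -100% = no enzyme basal signal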
# Target sequence (P06280 32-429 limits assumed): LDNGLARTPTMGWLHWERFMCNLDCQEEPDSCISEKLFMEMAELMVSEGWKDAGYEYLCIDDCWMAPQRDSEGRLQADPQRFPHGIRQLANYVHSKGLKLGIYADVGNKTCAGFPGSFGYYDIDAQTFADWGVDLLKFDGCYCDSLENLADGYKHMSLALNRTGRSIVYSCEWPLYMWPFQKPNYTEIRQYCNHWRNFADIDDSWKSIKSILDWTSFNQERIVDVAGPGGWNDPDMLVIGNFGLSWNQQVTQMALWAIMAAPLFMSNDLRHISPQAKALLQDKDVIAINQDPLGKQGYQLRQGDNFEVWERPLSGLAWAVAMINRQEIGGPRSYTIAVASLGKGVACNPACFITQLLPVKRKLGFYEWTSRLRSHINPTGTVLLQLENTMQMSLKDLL
#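 Human spleen homogenate (1 ug) was the enzyme source, with 4-methylumbelliferyl-alpha-D-galactopyranoside (1 mM final) in pH 5.0 citrate buffer with 0.01% Tween-20. Compounds were titrated; after 40 min at 37C, NaOH/glycine stop, 4-MU fluorescence read; AC50 from Hill fits.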
# Tau fibril FP = tau fibrillization inhibition (FP); 0.39% of 280,000 active; AID 1468; Potency, µM (highest dose often 57.7 µM), for the others: at the highest dose activity, negative = inhibition, usual class: inhibitors; K18 P301L tau heparin fibrillization, Alexa594 FP, 6 h; P10636; note: % is set by controls: 0 for no effect and ±100 for the full control effect; nearly all actives have a fitted effect of over 55% in size
#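 K18 P301L tau (15 uM unlabeled/0.24 uM Alexa 594-labeled, final) + compound + heparin 20 uM final; 100 mM NaOAc pH 7; 6 hr 37 C; ThT 30 uM final added, 1 hr RT; FP ex 555/em 632 nm.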
# The depositor's hits bear a star; ? = inconclusive; · = no result given; & = joins results of further samples; [ ] = dose if it differs, or a comment. Calls come from the whole dose curve; as a rule, active = well fitted curve in the direction sought with a large enough effect; inconclusive = small, poorly fitted or top-dose-only effect, or another doubt; inactive = no such curve, though single readings can be large; an effect the other way counts as inactive or inconclusive. Potency is the fitted concentration of half-maximal effect.
SMILES,HTT cytoprotect,GAA inhib,GAA glycogen mod,Tau fluor cs,GAA spleen mod,Tau ThT inhib,GLA spleen mod,Tau fibril FP
CC(=O)c1ccc(OC(C)C)c(CSC(=N)N)c1,·,-7.5%,10.2%,0.8%,-5.5%,-5.8%,-5.1%,-2.6%
CCn1c(SCC(N)=O)nnc1-c1ccc(OC)c(OC)c1,-12.1%[10 µM],-7.3%,6.3%,3.2%,-2.8%,-3.1%,-3.0%,6.6%
COc1ccc(CNC(=O)c2nn(C)c3c2CS(=O)(=O)c2ccccc2-3)cc1,·,·,-1.9%&-2.1%[76.3 µM],-7.0%,·,-7.0%,·,-6.1%
Cc1c(C=N)c(O)n(C)c(=O)c1C#N,15.7%[10 µM],·,-4.4%,-40.2%,-3.0%,·,-0.3%,8.6%
CCOC(=O)CC(=O)CSc1nc2c(c(-c3cccs3)c1C#N)CCC2,-4.2%[1.9 µM],-0.3%,4.1%,-13.9%,-0.7%,?,6.2%,2.2%
Cc1cccc(NC(=S)NNc2ncc(C(F)(F)F)cc2Cl)c1,22.3%[10 µM],-14.8%,?,-12.9%,-9.4%,-20.6%,3.3%,1.9%
O=C1/C(=C/c2cccnc2)SC(=S)N1CC1CCCO1 (stereo not drawn),1.8%[10 µM],3.1%,5.9%,-7.9%,4.7%,-17.3%,4.2%,-4.1%
Cc1cccc(CN2CCN(CC(=O)NCc3cccs3)C2=O)c1,1.2%,3.8%,-6.9%,-9.8%,3.8%,-8.9%,5.4%,-3.9%
CCN(C(=O)COC(=O)c1cccnc1Nc1ccccc1F)C1CCS(=O)(=O)C1 (stereo not drawn),15.9%[10 µM],-1.7%,-9.8%,-8.4%,1.6%,-3.1%,2.1%,1.0%
COC(=O)c1c(-c2c(Cl)cccc2Cl)noc1NC(=O)NN1CCCCC1,0.4%[10 µM],2.9%,-1.4%,-24.7%,7.2%,?,-1.3%,11.8%
CCC(=O)c1cc(-c2nc3ccccc3n2C)n(C)c1,25.3%[10 µM],-1.7%,5.0%,-13.7%,-0.7%,-20.8%,0.2%,0.2%
COC(=O)c1nn(-c2ccccc2)c(-c2ccccc2)c1C(=O)c1ccccc1,24.4%,4.0%,-4.5%,-21.0%,-5.6%,?,-13.2%,-5.4%
Cc1ccc2ncccc2c1NC(=S)NC(=O)c1ccccc1,12.5%[10 µM],7.3%,3.8%,1.3%,3.1%,-2.7%,9.4%,-5.0%
O=C(Nc1cccc(-c2nc3ccccc3[nH]2)c1)c1cccc(NC(=O)c2ccco2)c1,1.9%[10 µM],-11.9%,-2.0%,?,-12.7%,?,-18.2%,?
CC(C)(C)c1cc(NC(=O)Nc2ccc(Br)cc2Cl)no1,-121.7%[inhibitor],-5.8%,11.2%,?,-3.1%,2.0%,-4.5%,?
COc1ccc(CCNc2ccc(C(CC(N)=O)NC(=O)Cc3ccc(Br)cc3)cc2[N+](=O)[O-])cc1 (stereo not drawn),21.3%[10 µM],·,0.4%,-26.5%,2.2%,?,5.5%,?
COc1ccc(-c2noc(-c3ccccc3-c3ccccc3)n2)cc1,-20.7%,-11.0%,-14.0%,?,-3.9%,?,-3.7%,?
Cc1sc(NC(=O)/C=C/c2ccco2)c(C(=O)O)c1C,-28.3%[10 µM],·,-0.5%,-6.5%,-3.7%,?,1.6%,-3.8%
O=C(NCCN1CCOCC1)c1cc2cc(Br)ccc2oc1=O,3.6%[10 µM],-15.5%,-6.9%,-12.6%,-14.2%,-14.4%,13.9%,-1.9%
CCOC(=O)c1ccc(N2CSC3=C(C#N)C(c4cccs4)CC(=O)N3C2)cc1 (stereo not drawn),-22.0%,-3.1%[15.4 µM],-19.5%,-14.9%,2.0%,?,2.8%,?
C/C(O)=C(/C#N)c1nc2ccccc2[nH]1,-13.9%,0.6%,-12.0%,-4.9%,3.1%,-7.9%,3.7%,-0.4%
Cc1ccc(S(=O)(=O)Nc2nc3cc(C)c(C)cc3[nH]2)cc1,28.8%[10 µM],13.2%,8.5%,3.4%,2.1%,5.8%,-1.3%,-2.7%
CCOc1ccc(NC(=S)NC(C)CCc2ccccc2)cc1 (stereo not drawn),29.5%[10 µM],6.2%,-20.1%,?,2.2%,-16.7%,0.3%,10.4%
CCN(CC)S(=O)(=O)c1ccc2c(c1)nc(SCc1nc3ccsc3c(=O)[nH]1)n2CC,-37.4%,0.4%,-13.2%,-26.2%,-15.7%,?,6.9%,-1.3%
O=C(NCCc1ccccc1)c1ccc2c(c1)N(Cc1ccccc1)C(=O)c1ccccc1S2=O (stereo not drawn),·,·,6.7%[76.3 µM],-27.2%,·,5.4%,·,-8.0%
C(=N\N1CCN(Cc2cccc3ccccc23)CC1)/c1ccco1,15.4%[10 µM],-1.9%,13.7%,-22.7%,6.4%,?,3.5%,7.4%
CC1CC(C)CN(S(=O)(=O)c2ccc(F)c(C(=O)Nc3ccc(Cl)cc3F)c2)C1 (stereo not drawn),-7.1%,14.5%,8.5%,-7.5%,6.5%,3.6%,7.7%,-2.2%
CCN(CC)c1ccc(NC2CC(=O)N(CCc3ccc(OC)cc3)C2=O)cc1 (stereo not drawn),22.7%[10 µM],·,12.0%,?,-4.5%,11.2µM*,-8.2%,?
CCC(=O)c1ccc(OCC(=O)O)cc1,-16.1%[10 µM],-12.9%,9.7%,-5.9%,-9.6%,-10.1%,-0.1%,7.9%
O=C(O)CCCNC(=O)C(c1ccccc1)c1ccccc1,-1.6%&10.8%[10 µM],-1.8%&3.0%,7.7%&-1.0%,11.6%&0.8%,-12.2%&5.7%,2.5%&1.0%,-10.1%&0.0%,11.2%&8.8%
C=C(C)C1CC=C(C)/C(=N/NC(=O)COc2ccccc2C)C1 (stereo not drawn),·,-0.6%,11.4%,4.2%,-18.1%,-11.1%,-15.6%,6.6%
CCOC(=O)N1CCC(NC(=O)c2oc3c(c2C)-c2[nH]ncc2CC3)CC1,-8.6%,-4.1%,9.8%,-15.2%,-3.4%,?,3.5%,4.7%
O=S(=O)(NCCN1CCCC1)c1cccc2cccnc12,12.7%,-1.0%[15.4 µM],14.9%,0.5%,-3.4%,-13.0%,-6.0%,-2.6%
CC(=O)c1cc(CN2CCCCC2)cc(OC(C)C)c1,·,-0.5%,3.0%,0.6%,1.4%,-4.8%,3.2%,3.1%
O=C(c1ccc(=O)[nH]c1)N(Cc1ccco1)C1(C(=O)NC2CCCC2)CCCCC1,7.5%,-2.1%,3.3%,4.2%,-2.8%,0.4%,-2.4%,1.5%
CC(=O)Nc1nonc1-c1nnc(SCC(=O)Nc2ccc(F)cc2F)n1-c1ccccc1,·,·,-4.7%[76.3 µM],-15.9%,·,-4.2%,·,-6.6%
COc1ccc(C2Oc3ccccc3C3=C2C(c2cccs2)n2ncnc2N3)cc1 (stereo not drawn),-48.9%[inhibitor],-7.2%,-18.4%,-22.8%,-3.3%,-21.1%,-2.4%,-13.3%
COc1ccc(OCCCC(=O)Nc2ncn[nH]2)cc1,-0.1%,-1.1%,6.0%,-10.2%,-5.5%,?,2.6%,1.5%
FC(F)(F)c1ccc(/C=N/N2CCN(Cc3ccccc3)CC2)cc1,·,-8.6%,7.5%,-28.8%,-7.3%,?,-3.7%,5.2%
COCCCC1CCN(Cc2nc(Cc3ccccc3Cl)no2)CC1,-0.9%[10 µM],0.2%,-21.3%,-7.1%,8.8%,-9.1%,2.4%,0.9%

# Random excerpt: 4 records from the list
SMILES,HTT cytoprotect,GAA inhib,GAA glycogen mod,Tau fluor cs,GAA spleen mod,Tau ThT inhib,GLA spleen mod,Tau fibril FP
CC(=O)c1cc(CN2CCCCC2)cc(OC(C)C)c1,·,-0.5%,3.0%,0.6%,1.4%,-4.8%,3.2%,3.1%
C=C(C)C1CC=C(C)/C(=N/NC(=O)COc2ccccc2C)C1 (stereo not drawn),·,-0.6%,11.4%,4.2%,-18.1%,-11.1%,-15.6%,6.6%
FC(F)(F)c1ccc(/C=N/N2CCN(Cc3ccccc3)CC2)cc1,·,-8.6%,7.5%,-28.8%,-7.3%,?,-3.7%,5.2%
COc1ccc(OCCCC(=O)Nc2ncn[nH]2)cc1,-0.1%,-1.1%,6.0%,-10.2%,-5.5%,?,2.6%,1.5%

# Next part.
SMILES,HTT cytoprotect,GAA inhib,GAA glycogen mod,Tau fluor cs,GAA spleen mod,Tau ThT inhib,GLA spleen mod,Tau fibril FP
O=C(O)C1SCCN1S(=O)(=O)c1ccc(N=NN2CCOCC2)cc1 (stereo not drawn),2.4%[10 µM],-6.8%,5.7%,-13.6%,0.5%,-15.3%,0.8%,-1.5%
COCCCNC(=O)c1cn(Cc2c(F)cccc2Cl)nn1,2.4%,-0.4%,-10.1%,-1.1%,-2.1%,-2.2%,4.9%,-0.6%
O=c1c2[nH]c3ccccc3c2ncn1CCC1=CCCCC1,0.9%,?,1.6%,-13.3%,-8.5%,?,-9.6%,-6.9%
O=C(Nc1nc2ccc([N+](=O)[O-])cc2s1)c1c(F)cccc1F,17.9%,2.2%,1.3%,-19.5%,0.4%,?,-21.4%,-4.1%
O=c1[nH][nH]c(C(F)(F)F)c1C=NCc1ccc(Cl)cc1,-8.1%,3.7%,-7.5%,-9.1%,3.0%,-11.5%,4.9%,-4.2%
CC(=O)Oc1ccc(C(=O)O)c(OC(C)=O)c1,10.9%[10 µM],6.8%[15.4 µM],-0.6%,-8.6%,4.3%,-5.2%,1.6%,-13.6%
CC(=O)Nc1ccc(S(=O)(=O)N2CCN(CCCOc3cc(C)ccc3C)CC2)cc1,-28.7%[0.074 µM],-9.3%,-6.0%,?,-22.4%,-7.0%,8.3%,?
Cc1ccc(Nc2c(-c3ccccn3)nc3cccc(C)n23)cc1,-131.3%[inhibitor],-7.1%,?,?,-1.1%,?,1.0%,-4.8%
c1ccc(N2CCN(c3ncnc4c3nc3n4CCCC3)CC2)cc1,·,·,-5.0%[76.3 µM],-3.5%,·,-14.0%,·,9.7%
CCOc1cc(C(=O)N/N=C\c2cn(CC)nc2C)cc(OCC)c1OCC,·,?,6.0%,-1.7%,4.5%,1.5%,10.3%,4.8%
